Tau fibril FP – blocks human tau fibril formation measured by polarization; Potency, µM (top dose mostly 57.7 µM), for inactives: top-dose activity, negative = inhibition, hits mostly inhibitors; AID 1468; P10636; K18 P301L tau heparin fibrillization, Alexa594 FP, 6 h; 0.39% of 280,000 active; note: % is set by controls: 0 for no effect and ±100 for the full control effect; nearly all actives have a fitted effect of over 55% in size
Target sequence (P10636 561-689 P618L limits assumed): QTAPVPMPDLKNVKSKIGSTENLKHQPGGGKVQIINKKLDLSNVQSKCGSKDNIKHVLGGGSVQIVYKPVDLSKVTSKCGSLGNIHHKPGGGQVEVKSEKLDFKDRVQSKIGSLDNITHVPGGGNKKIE
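Steps: dispense K18 P301L tau (15 uM plus 0.24 uM Alexa 594 tracer, final) in pH 7 sodium acetate; add compound; add heparin (20 uM final); incubate 6 hr, 37 C; add ThT (30 uM final); after 1 hr ambient, read FP.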
HTT aggregate – inhibitors of mutant huntingtin aggregate formation in PC12 cells; PC12 HttQ103-GFP aggregates, Acumen cytometry, 40 h; Potency, µM (series often up to 46.1 µM), inactives show top-dose activity change, negative = inhibition, actives largely listed as inhibitors; 1.1% of 220,000 active; note: % is set by controls: 0 for no effect and ±100 for the full control effect; nearly all actives have a fitted effect of over 60% in size
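Quantitative HTS on tebufenozide-induced (100 nM) PC12 cells stably expressing polyQ103 Huntingtin exon 1–GFP. Reduction of bright GFP aggregates, detected by laser scanning cytometry after lysis, identified actives across the titration.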
ALDH1A1 inh – inhibitors of human aldehyde dehydrogenase 1A1; Purified ALDH1A1, NADH fluorescence, propionaldehyde substrate; 7.3% of 220,000 active; Potency, µM (doses to about 75.3 µM), for inactives: at the highest dose activity, negative = inhibition, hits mostly inhibitors; P00352; active = well fitted inhibition curve with a large enough effect, not every such curve was filed as active; inconclusive = small, poorly fitted or top-dose-only effect, or another doubt; inactive = no such curve, though single readings can be large or run the other way;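 note: plate controls were no enzyme wells and a reference inhibitor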
Target sequence (P00352 whole entry, looked up): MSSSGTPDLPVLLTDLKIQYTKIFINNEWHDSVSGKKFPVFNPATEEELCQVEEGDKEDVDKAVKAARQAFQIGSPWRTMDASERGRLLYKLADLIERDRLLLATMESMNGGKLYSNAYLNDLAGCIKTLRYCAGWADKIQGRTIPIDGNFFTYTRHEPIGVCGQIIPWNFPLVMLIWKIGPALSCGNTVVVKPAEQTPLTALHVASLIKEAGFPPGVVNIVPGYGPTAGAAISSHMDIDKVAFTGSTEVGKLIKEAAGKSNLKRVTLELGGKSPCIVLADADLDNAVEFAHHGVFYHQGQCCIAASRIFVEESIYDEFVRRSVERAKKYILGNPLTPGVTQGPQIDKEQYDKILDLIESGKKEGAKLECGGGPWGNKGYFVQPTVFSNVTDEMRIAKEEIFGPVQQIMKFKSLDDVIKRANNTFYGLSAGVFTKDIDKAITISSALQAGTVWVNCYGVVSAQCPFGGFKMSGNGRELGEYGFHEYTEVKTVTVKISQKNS
HTT cytoprotect – cytoprotection in Huntington HTT-Q103 PC12 cell model; PC12 HTT-Q103 induced, cytoprotection, ATP luminescence, 40 h; Potency, µM (titrated, usually from 56.4 µM), inactives show cytoprotection (ATP increase), hits mostly activators; 0.14% of 230,000 active;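 note: % of control where 0% means no effect; nearly all actives have a fitted effect of over 45% in size; toxic huntingtin expression switched on by the ecdysone agonist tebufenozide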
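PC12 cells stably carrying ecdysone-inducible Htt exon 1 (Q103)–GFP were induced with 100 nM tebufenozide (final) alongside library compounds in a dose series. Cytoprotection was scored as retained ATP by ATPlite luminescence.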
Tau fibril ThT – inhibitors of human tau fibril formation, thioflavin T binding; Potency, µM (series often up to 57.4 µM), for inactives: at the highest dose activity, negative = inhibition, actives largely listed as inhibitors; P10636; recombinant tau K18 P301L, heparin-induced fibrillization, ThT fluorescence; 2.1% of 270,000 active; note: % is set by controls: 0 for no effect and ±100 for the full control effect; nearly all actives have a fitted effect of over 55% in size
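Heparin-induced (20 uM) aggregation of recombinant human K18 P301L tau, 15 uM unlabeled with 0.24 uM labeled, pH 7 acetate buffer, 6 hr at 37 C with compound. Fibrils quantified by 30 uM ThT fluorescence after 1 hr ambient incubation.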
KDM4E inh – blocks human JMJD2E demethylase activity; 1.6% of 230,000 active; AID 2147; JMJD2E catalytic domain, FDH-coupled NADH fluorescence (FDH is formaldehyde dehydrogenase); Potency, µM (titrated, usually from 57.1 µM), for inactives: at the top dose activity change, negative = inhibition, usual class: inhibitors; B2RXH2; active = well fitted inhibition curve with a large enough effect, not every such curve was filed as active; inconclusive = small, poorly fitted or top-dose-only effect, or another doubt; inactive = no such curve, though single readings can be large or run the other way;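 note: 0% = wells with enzyme and -100% = buffer wells without enzyme; nearly all actives have a fitted effect of over 50% in size; many of its hits are not listed in these tables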
Target sequence (B2RXH2 1-337 limits assumed): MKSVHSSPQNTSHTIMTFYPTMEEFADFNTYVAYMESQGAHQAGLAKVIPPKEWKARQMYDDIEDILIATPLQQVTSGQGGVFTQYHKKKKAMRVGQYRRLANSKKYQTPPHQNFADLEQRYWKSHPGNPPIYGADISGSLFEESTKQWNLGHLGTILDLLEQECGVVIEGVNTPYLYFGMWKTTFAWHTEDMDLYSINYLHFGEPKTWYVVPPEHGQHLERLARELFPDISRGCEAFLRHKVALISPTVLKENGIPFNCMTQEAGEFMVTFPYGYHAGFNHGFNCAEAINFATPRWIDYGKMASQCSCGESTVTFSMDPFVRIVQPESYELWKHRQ
Tau fluor counter – counter-screen for tau fibril formation inhibitors; tau K18 P301L (four-repeat tau fragment) Alexa594 fluorescence, heparin fibrillization; 0.93% of 280,000 active; Potency, µM (titrated, usually from 57.7 µM), for the others: at the top dose activity change, negative = decrease; note: % is set by controls: 0 for no effect and ±100 for the full control effect; nearly all actives have a fitted effect of over 55% in size
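Human K18 P301L tau (15 uM unlabeled plus 0.24 uM Alexa 594-labeled, final) in 100 mM sodium acetate pH 7 was mixed with compound and 20 uM heparin and incubated 6 hr at 37 C.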
SMN2 splice up – increases expression of the SMN2 splice variant; HEK293 SMN2-luciferase splicing reporter, luminescence, 30-36 h; Potency, µM (titrated, usually from 46.1 µM), inactives show at the top dose activity change, positive = activation, most hits filed as activators; 2.8% of 210,000 active; AID 1458; note: % of control where 0% means no effect; nearly all actives have a fitted effect of over 55% in size
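HEK293 cells carry an SMN2 minigene-luciferase reporter in which exon 7 inclusion puts luciferase in frame. Cells were seeded at 2000 cells/well, attached for 10-12 hours, then exposed to compounds for 30-36 hours at 37C before ONE-Glo luminescence.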
Starred values were filed as active, the others as inactive; ? = inconclusive; / = not tested or not shown; & = joins results of further samples; [ ] = another dose, or the depositor's remark. Unless noted, calls come from the whole dose curve; as a rule, active = well fitted curve in the direction sought with a large enough effect; inconclusive = small, poorly fitted or top-dose-only effect, or another doubt; inactive = no such curve, though single readings can be large; an effect the other way counts as inactive or inconclusive. Potency is the fitted concentration of half-maximal effect. Not all compounds are listed (hit frequency here may not be typical).

molecule,Tau fibril FP,HTT aggregate,ALDH1A1 inh,HTT cytoprotect,Tau fibril ThT,KDM4E inh,Tau fluor counter,SMN2 splice up
CC(=O)c1ccc(N=Nc2ccc(C)cc2)cc1,3%,-2%,11%,-140%[inhibitor],4.5µM*,0%,-25%,1.3µM*
O=[N+]([O-])c1ccc(Cl)c(/C=N/N2CCN(c3ccccc3)CC2)c1,8%,9%,-4%,-22%,?,15%,?,-26%
CN1CCN(S(=O)(=O)c2ccc(Oc3ccc(F)cc3Br)nc2)CC1,-4%,-30%[9.22 µM],/,-4%[10 µM],2%,0%,2%,/
Cc1ccc(C)c(N2CCN(C(=O)C3CCCN(S(=O)(=O)c4cccc5nsnc45)C3)CC2)c1 (stereo not given),-11%,/,/,/,-9%,/,-20%,0%
O=C(Oc1ccc(-c2cnc3ccccc3n2)cc1)c1ccco1,?,6%,0%,-32%,?,?,-22%,?
Cc1cc(C)nc(N/N=C/c2cc(C)n(CC(F)(F)F)c2C)n1,2%,?,5%,-22%,-14%,-10%,-9%,-16%
Cc1cc(N2CCCC2)ccc1/C=C1\NC(=S)N(C)C1=O,5%,-26%,4.5µM*,-11%,?,-2%,?,/
N=c1c2c(-c3ccccc3)c(-c3ccccc3)n(Cc3ccco3)c2ncn1CCCN1CCOCC1,1%,?,8%,/,-7%,5%,6%,-33%[inhibitor]
O=[n+]1c2c(n([O-])c3c1CCCC3)CCCC2,-7%,-6%,1%,10%,7%,7%,-9%,23%
CCOC(=O)c1cnc2cc(-c3ccc(Cl)cc3)nn2c1N,4%,-5%,7%,-16%,-14%,-6%,-3%,?
O=C1CCC(=O)N1CNc1ccccn1,0%,-12%,-2%,-4%[10 µM],5%,-9%,-2%,10%
O=C(COC(=O)C1CC(=O)N(c2ccc3c(c2)OCCO3)C1)NC1CCCc2ccccc21 (stereo not given),2%,7%,?,0%[10 µM],-12%,0%,-10%,-8%
Cc1ccc(CCNC(=O)c2ccc(CS(=O)(=O)c3ccc(Br)cc3)o2)cc1,-5%,/,/,/,-2%,/,-6%,-8%
COc1cc(/C=C2\SC(c3ccc(C)cc3)=NC2=O)cc(OC)c1OC,?,8%,?,24%[10 µM],14µM*,-8%,-27%,24%
CC(=O)Nc1ccc(C(=O)CSc2nnnn2C(C)C)cc1,-2%,-13%,-3%,-3%,13%,1%,5%,-7%
CCOc1ccc(/C=C2/SC(=O)NC2=S)cc1,-4%,-21%,?,-21%[10 µM],3.2µM*,-5%,?,?
CC1CCC(NC(=O)C2(C)Cc3ccccc3C(=O)N2Cc2ccccc2Cl)CC1 (stereo not given),-2%,/,/,/,-6%,/,-4%,9%
O=C1CCSc2ccc(Cl)cc2N1Cc1ccc(Cl)cc1,-5%,-5%,-2%,20%,?,0%,-21%,18%
COc1ccc(C(=O)NCC(=O)N/N=C/c2ccc([N+](=O)[O-])o2)cc1OC,-12%,-7%[9.22 µM],/,9%[10 µM],?,?,-18%,/
CCC(C)(C)C1CCC(=NNC(=S)Nc2cccnc2)CC1 (stereo not given),4%,20%[9.22 µM],?,30%[10 µM],?,3%,?,9%

The final two entries of the part above come first, to join the parts:
molecule,Tau fibril FP,HTT aggregate,ALDH1A1 inh,HTT cytoprotect,Tau fibril ThT,KDM4E inh,Tau fluor counter,SMN2 splice up
COc1ccc(C(=O)NCC(=O)N/N=C/c2ccc([N+](=O)[O-])o2)cc1OC,-12%,-7%[9.22 µM],/,9%[10 µM],?,?,-18%,/
CCC(C)(C)C1CCC(=NNC(=S)Nc2cccnc2)CC1 (stereo not given),4%,20%[9.22 µM],?,30%[10 µM],?,3%,?,9%
Cc1cc(-c2ccccc2C(=O)NC2CCCCC2)on1,18%,-2%[9.22 µM],3%,2%[10 µM],-9%,0%,-9%,/
Cc1c(-c2cccs2)[n+](=O)c2c(n1[O-])CCCC2,-5%,-5%,-4%,7%[10 µM],-4%,8%,-6%,2%
COc1ccc(Nc2cc(C)nc3nc(C)nn23)cc1Cl,4%,3%,4%,-3%,-2%,5%,-4%,-5%
COc1ccc(C2SCC(C(=O)O)N2C(C)=O)cc1OC (stereo not given),3%,-4%,-7%,5%,0%,-9%,4%,-5%
COc1ccc(C(CC(=O)O)NC(=O)COc2cc(C)ccc2C)cc1OC (stereo not given),2%,-4%,3%,-10%,-1%,-7%,4%,-2%
CCN(N)C(=S)Nc1ccc(F)cc1,-3%,16%,5%,22%[10 µM],?,-18%,-8%,-1%
O=C(CCS(=O)(=O)Cc1ccccc1)N1CCN(c2ccccc2)CC1,0%,-8%,?,-10%[10 µM],1%,-2%,-9%,-20%
COC(=O)CNC(=O)CCCCC(=O)NCC(=O)OC,5%,1%,4%,12%,4%,11%,4%,-7%
COc1ccc(C(=O)Cc2ccc(F)cc2)c(OC)c1,-4%,-18%,4%,-9%[10 µM],-5%,-8%,-11%,?
CC(C)CO/N=C1/C[C@@H](O)[C@@H](O)[C@@H]2[C@H]3C(=O)N(c4ccc(F)cc4F)C(=O)[C@@H]3CC[C@H]12,-3%[11.6 µM],/,5%[13.5 µM],?,-7%[11.5 µM],/,-7%[11.6 µM],/
COc1ccc(CN2C3CCCC2CC(NC(=O)Nc2ccccc2)C3)cc1 (stereo not given),11%,-3%,-2%,17%[10 µM],3%,0%,7%,-4%
C=CCOC(=O)NC(c1ccc(F)c(F)c1)C(C(=O)CCl)C(=O)OC (stereo not given),?,/,10µM*,-22%,-15%,9%,-18%,3%
COc1ccc(/C=N/c2oc(-c3ccccc3)cc2C#N)cc1,12%,-12%,?,1%[10 µM],?,?,?,14%
C=CCc1cc(OC)ccc1OCCOCCC(C(=O)OCC)C(=O)OCC,1%,-1%,6%,26%[10 µM],-8%,6%,-13%,2%
NC(=O)CSc1ccc(-c2ccc(F)cc2)nn1,10%,19%,6%,-15%,4%,6%,9%,-2%
COC(=O)c1ccc(-c2ccc(/C=N/N3C(=O)C4C5C=CC(C6CC56)C4C3=O)o2)cc1 (stereo not given),6%,-12%,385%[activator],/,?,?,-26%,?
CCN(CC(=O)Nc1c(F)cccc1F)C(=O)Cc1ccccc1,-13%,9%,0%,2%[10 µM],0%,-11%,0%,-4%
COc1cccc(/C=C/C(=O)Nc2ccc3[nH]c(=O)[nH]c3c2)c1,-1%,5%,?,-16%,2%,0%,-8%,?
O=C(NNC(=O)c1ccccc1Br)c1ccc(Cl)cc1,-2%,5%,1%,-22%,-3%,-7%,2%,-9%
CNC(=S)N(Cc1ccc(OC)cc1)Cc1cc2cc(C)ccc2[nH]c1=O,-14%,5%,0%,-14%,4%,-20%,-7%,9%
O=C(COc1ccccc1)N1CCN(S(=O)(=O)c2ccc(Cl)cc2)CC1,0%,-5%,-8%,17%,-10%,-2%,-7%,4%
CCOc1ccc(C2NC(=S)NC3=C2CCc2ccccc23)cc1 (stereo not given),-11%,1%[9.22 µM],/,1%[10 µM],?,?,-21%,/
Cc1cccc2cc(CN(Cc3ccccc3)C(=S)NCCCN(C)C)c(=O)[nH]c12,5%,-15%[9.22 µM],10%,3%[10 µM],-2%,-25%,-11%,/
COc1cccc(C(c2nnnn2Cc2ccccc2)N2CCN(C3CCCC3)CC2)c1OC (stereo not given),1%,2%,?,-13%,0%,-7%,6%,-2%
COc1cc(NC(=O)CN2CCCCC2)c(C)cc1[N+](=O)[O-],2%,-9%,8%,-12%[10 µM],11%,-3%,4%,?
CC1(C)CC(NC(=O)c2ccccc2Cl)CC(C)(C)N1,-3%,4%,12%,-13%[10 µM],-14%,-4%,-6%,0%
COC(=O)/C=C1/S/C(=N/NC(=O)c2ccccc2C)NC1=O,1%,5%[9.22 µM],?,16%,-10%,?,-6%,11%
NC(=O)C1CCN(c2ncnc3c2c(-c2ccccc2)cn3-c2ccccc2)CC1,3%,-10%,?,-52%[inhibitor],?,-25%,-15%,1%
Cc1cc(SCc2cc(=O)[nH]c3ccccc23)nc2ccccc12,-8%,-11%,5%,-35%,-19%,3%,-17%,-20%
CC1(OC(=O)CCc2ccccc2)C(=O)C=C2C=C(c3ccc(C#N)cc3)N(CC3CC3)C=C2C1=O (stereo not given),3%[11.6 µM],11%[9.22 µM],-11%[13.5 µM],4%&1%[10 µM],?,?,-2%[11.6 µM],5%[9.22 µM]
CC(C)Cc1nc(S(=O)(=O)c2ccc(Cl)cc2)c(N2CCOCC2)o1,?,-1%,?,-20%[10 µM],?,-21%,-17%,22%
CN(C)CCOC(=O)c1ccc2c(c1)S(=O)(=O)c1ccccc1C2=O,14%,30%[9.22 µM],/,12%[10 µM],15%,?,27%,/
COc1ccc(N2CCN(C(=O)CSc3nnc(NC(=O)C4CC4)s3)CC2)cc1,1%,9%[9.22 µM],0%,15%[10 µM],?,-9%,-17%,/
CC(C)c1ccc(C(=O)Nc2ccc(-c3nc4ccccc4s3)c(Cl)c2)cc1,-17%,/,/,/,11%,/,-23%,?
Cc1c(C2=CCN(S(=O)(=O)c3ccc(Cl)cc3)CC2)c2ccccc2n1CC(=O)N1CCCC1,7%,/,/,/,16%,/,5%,-4%
Cc1c(NC(=S)N2CCN(c3ccc(F)cc3)CC2)c(=O)n(-c2ccccc2)n1C,3%,8%,6%,24%[10 µM],-4%,10%,0%,-2%
O=C(c1ccco1)N1CCN(c2c(-c3ccccc3)c3cc(Cl)ccc3[nH]c2=O)CC1,-9%,?,15%,15%[10 µM],-19%,344%[activator],-5%,12%
CCCOc1ccc(C2C(C(=O)OC)=CN(CCOC)C=C2C(=O)OC)cc1,11%,16%,?,-10%,0%,?,4%,-7%
CCCCCC(C)n1[nH]c(=O)c2c(C)cc(C)nc21 (stereo not given),6%,24%,7%,-18%,-2%,-17%,-6%,3%
